# DENV2 CPE = protects cells from dengue virus 2 cytopathic effect | DENV2-infected cells, cytopathic effect rescue, plate reader | CPE inhibition, % at 9.99 µM | 1.7% of 350,000 active; in the data active = CPE inhibition above about 20%, passing the limit was not always enough; inconclusive = no clear call, values can overlap the other calls; tested in BHK-21 cells;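 note: 0% = median of neutral control wells and 100% = median of positive control wells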
# miR122 inh = inhibitors of miR-122 in Huh7 cells; Huh7 miR-122 Renilla luciferase sensor, 48 h; neutral wells = 0, positive control = 100; 0.3% of 340,000 active; activation (reporter increase), % at 12.5 µM;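 active = mean replicate activation score at least 90 and every replicate individually at or above 90; inconclusive = only one of the two criteria met; inactive = neither criterion met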;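 note: higher luciferase means less miR-122 activity so hits act as miR-122 inhibitors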
# SIRT5 block = inhibitors of human sirtuin-5 desuccinylase | Q9NXA8 | Purified SirT5, succinyl-peptide AMC, trypsin-coupled fluorescence | inhibition, % at 15 µM | 1.1% of 330,000 active | AID 652115; in the data active = inhibition above about 15%; inconclusive = no clear call, values can overlap the other calls
# Target sequence (Q9NXA8 whole entry, looked up): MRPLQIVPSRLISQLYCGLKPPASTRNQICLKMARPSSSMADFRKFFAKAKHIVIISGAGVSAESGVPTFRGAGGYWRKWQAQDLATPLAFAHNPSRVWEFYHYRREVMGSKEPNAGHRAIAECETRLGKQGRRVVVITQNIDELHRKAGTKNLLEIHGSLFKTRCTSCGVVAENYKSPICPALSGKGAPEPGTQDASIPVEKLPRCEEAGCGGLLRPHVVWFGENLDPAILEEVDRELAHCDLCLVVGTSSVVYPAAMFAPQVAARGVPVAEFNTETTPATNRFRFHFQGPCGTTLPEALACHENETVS
# ERp5 block = ERp5 (human) disulfide isomerase inhibition. Q15084. AID 651711. 0.05% of 350,000 active. inhibition, % at 9.99 µM. ERp5 insulin aggregation, absorbance 650 nm, 90 min;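 active = mean replicate inhibition above about 25%, with every replicate also reaching it, limit read from the data, passing the limit was not always enough; inconclusive = only one of those two criteria met; inactive = neither criterion met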
# Target sequence (Q15084 whole entry, looked up): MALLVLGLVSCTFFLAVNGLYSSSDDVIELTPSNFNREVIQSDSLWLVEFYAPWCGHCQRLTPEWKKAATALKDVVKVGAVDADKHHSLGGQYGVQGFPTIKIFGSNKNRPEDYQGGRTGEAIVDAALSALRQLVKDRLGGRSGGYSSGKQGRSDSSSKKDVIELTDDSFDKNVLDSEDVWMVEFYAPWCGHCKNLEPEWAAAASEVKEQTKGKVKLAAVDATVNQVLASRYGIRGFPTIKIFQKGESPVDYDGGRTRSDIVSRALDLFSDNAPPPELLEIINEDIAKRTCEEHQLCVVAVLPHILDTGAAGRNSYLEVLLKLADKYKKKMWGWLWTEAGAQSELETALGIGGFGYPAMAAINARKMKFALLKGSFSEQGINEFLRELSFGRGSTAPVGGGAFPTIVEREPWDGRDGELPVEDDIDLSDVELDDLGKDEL
# CFTR F508del cor = correctors of CFTR F508del function in bronchial epithelial cells. CFBE cells, YFP halide quenching; stimulated with forskolin plus potentiator P3; % fluorescence drop versus neutral controls. activity (quench increase), % at 7.58 µM. 0.36% of 350,000 active. AID 720511;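 active = mean added fluorescence quench of at least 8% versus neutral control, with both replicates also reaching 8%; inconclusive = only one of the mean or replicate conditions met; inactive = mean below 8% and not both replicates reaching 8%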;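 note: cells transiently co-express mutant CFTR-F508del with the halide-sensitive YFP; corrector assay measuring rescue of mutant channel to the surface after 24 h compound exposure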
# Casp6 inh = caspase-6 (human) enzyme inhibition. 0.53% of 350,000 active. purified caspase-6, Z-VEID-R110 cleavage fluorescence. P55212. AID 686996. inhibition, % at 12.5 µM;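 active = mean inhibition across replicates at least about 35%, with every replicate also reaching that limit, limit read from the data; inconclusive = only one of the two criteria met; inactive = neither criterion met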;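 note: 0% = median of neutral control wells and 100% = no fluorescence left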
# Target sequence (P55212 24-179 limits assumed): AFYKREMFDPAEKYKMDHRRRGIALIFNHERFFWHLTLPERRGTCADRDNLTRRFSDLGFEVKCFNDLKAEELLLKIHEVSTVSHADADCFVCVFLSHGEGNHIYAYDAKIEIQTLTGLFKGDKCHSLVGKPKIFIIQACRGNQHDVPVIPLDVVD
# Target sequence (P55212 194-293 limits assumed): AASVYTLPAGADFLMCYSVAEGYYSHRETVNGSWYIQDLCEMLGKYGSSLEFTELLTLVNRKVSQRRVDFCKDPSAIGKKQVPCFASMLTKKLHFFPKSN
# ERAP1 inh = ERAP1 (human) enzyme inhibition | Q9NZ08 | recombinant ERAP1, Leu-AMC fluorescence, 60 min | inhibition, % at 10.7 µM | 0.15% of 340,000 active;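 active = mean replicate inhibition of at least 30%, or all replicates individually reaching that 30% level; inactive = mean below 30% and not every replicate reaching it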;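 note: 0% = neutral control wells and 100% = L-leucinethiol positive control wells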
# An asterisk follows results filed as active; ? = inconclusive; · = not tested or not shown; & = joins results of further samples; [ ] = another dose, or the depositor's remark.
# Values run as follows: DENV2 CPE	miR122 inh	SIRT5 block	ERp5 block	CFTR F508del cor	Casp6 inh	ERAP1 inh
O=C(Oc1ccc(C(=S)N2CCCCC2)cc1)c1ccccc1F
 : ·	-0.8	0.1	2.8	-3.6	-3.1	0.1
Cc1ccc(-c2nc(Cl)nc3ccccc23)cc1
 : 1.9	·	-3.7	-4.2	-2.0	-4.5	0.2
O=C(CN1CCOCC1)NCC[C@H]1CC[C@@H](NC(=O)Nc2ccc(F)cc2)[C@@H](CO)O1
 : -4.6	·	3.6	-1.4	1.7	-1.0	-1.5
Cc1cc(C)c(C)c(S(=O)(=O)N2CCC(C(=O)N(C)Cc3nc4ccccc4c(=O)[nH]3)CC2)c1C
 : 0.2	·	4.7	6.0	2.3	6.8	3.2
O=C(COc1cccnc1[N+](=O)[O-])Nc1ccc2c(c1)CCC2
 : 2.1	-1.8	-5.1	3.0	0.5	-6.4	-0.2
Cc1cccc2c1cnn2C(=O)Nc1ccccc1Br
 : -4.5	-1.1	-4.2	0.6	1.5	-2.9	-0.1
Cc1cc(NCc2ccc3c(c2)OCO3)n2nc(C)nc2n1
 : -0.4	·	·	-5.0	-0.2	4.1	-1.8
C[C@H](CO)N1C[C@H](C)[C@@H](CN(C)C)OCc2cnnn2CCCC1=O
 : -2.1&-7.4&18.1	-5.9	-2.2&-0.5&-2.3	-2.5&-3.6&-6.1	0.1&1.0&-1.0	-0.3&4.0&0.4	3.8&-1.0&-0.3
O=C(C[C@H]1C=C[C@H](NC(=O)c2ccccn2)[C@H](CO)O1)NCc1cccc(F)c1
 : 14.1	·	0.5	1.6	2.1	-2.2	-6.8
Cc1cc2c(c(=O)o1)C(c1cccs1)C(C#N)=C(N)O2 (stereo not given)
 : 0.2	·	-0.1	-6.8	-1.4	0.6	0.0
COc1ccc(NC(=O)N(C)C[C@H]2OCc3cnnn3CCCC(=O)N([C@@H](C)CO)C[C@H]2C)cc1
 : 19.2&3.1	0.5	2.8&-5.8	6.2&-3.1	0.9&-1.0	2.7&-1.8	-1.4&-1.0
C[C@@H]1CN([C@@H](C)CO)C(=O)c2cccc(NC(=O)Nc3ccccc3)c2O[C@@H]1CN(C)CC1CCCCC1
 : 35.9*	4.3[16.7 µM]	9.3	-4.3	0.8	-0.3	0.0
COc1ccc(CN(C)C[C@@H]2Oc3ccc(NS(=O)(=O)c4cccs4)cc3C(=O)N([C@H](C)CO)C[C@@H]2C)cc1
 : 1.2	-3.9[16.7 µM]	1.2	8.4	0.5	0.8	1.1
C[C@H](NC(=O)c1ccccc1Cl)C(=O)NCc1cccs1
 : -1.3	·	-3.5	-6.2	2.3	-1.4	5.5
O=C(Cc1cccnc1)N1CC(=O)N2[C@@H](CO)[C@H](c3ccc(C4=CCCC4)cc3)[C@@H]2C1
 : 7.5	·	-0.3	2.4	1.1	1.9	-0.6
COc1ccc(S(=O)(=O)N2CCN(c3ccccc3OC)CC2)cc1C(=O)N1CCCCC1
 : -1.9	·	1.6	-1.7	0.7	0.8	1.2
CC(=O)N1[C@H](CO)[C@H](c2ccccc2)C12CN(S(=O)(=O)c1ccccc1)C2
 : -11.6	·	-2.9	0.7	-2.7	20.6	0.3
Oc1ccc(Cl)cc1-c1cc(-c2ccccc2)n[nH]1
 : 11.4	15.5	-1.4	0.0	6.2	-0.5	-4.0
CC(=O)N1[C@H](CN(C(=O)c2ccc(F)cc2)C(C)C)[C@H](c2ccccc2)[C@@H]1CO
 : -10.1	-66.7[16.7 µM]	2.4	8.3	-0.2	-2.6	-3.3
CO[C@@H]1CN(C)C(=O)c2cc(NC(=O)c3cccc(F)c3)ccc2OC[C@@H](C)N(C)C[C@H]1C
 : 2.4	·	-0.7	1.5	0.4	-4.7	-1.7
CCN(Cc1ccccc1)S(=O)(=O)c1c(N)n(C)c(=O)n(C)c1=O
 : ?	·	-3.6	4.8	0.9	3.4	1.1
C[C@@H]1CN([C@H](C)CO)C(=O)Cc2cc(NC(=O)Nc3ccc(C(F)(F)F)cc3)ccc2O[C@@H]1CN(C)S(=O)(=O)c1cccs1
 : 26.9*	-2.2[16.7 µM]	0.0	7.6	0.5	0.7	0.7
CCCNC(=O)C[C@H]1C[C@H]2c3cc(NC(=O)NC4CCCC4)ccc3O[C@H]2[C@@H](CO)O1
 : 6.0	-3.2[16.7 µM]	-3.6	1.4	-1.1	-1.9	0.0
O=C1CCCC2=C1C(c1ccccn1)Nc1ccc(C(=O)c3ccccc3)cc1N2 (stereo not given)
 : ·	·	-2.0	-10.2	·	0.9	9.6
O=C(C[C@H]1C[C@H]2c3cc(NC(=O)C4CCC4)ccc3O[C@H]2[C@H](CO)O1)NCc1cccnc1
 : 6.6	2.6[16.7 µM]	1.5	-4.1	-1.2	1.1	-0.3
CCN(c1ccc(NC(=O)CCNC(=O)c2ccco2)cc1)C(C)C
 : 13.5	-1.0	-2.8	-1.5	-2.6	0.4	-2.0
Cc1ccc(S(=O)(=O)N(C)C[C@H]2Oc3ccc(NC(=O)Nc4ccc(C(F)(F)F)cc4)cc3C(=O)N([C@@H](C)CO)C[C@H]2C)cc1
 : 13.4	23.6[16.7 µM]	7.9	7.7	3.3	-1.0	-3.8
NC(=O)c1ccsc1NC(=O)CN1CCN(S(=O)(=O)c2ccccc2C(F)(F)F)CC1
 : 2.2	3.4	-0.4	0.4	-0.4	3.3	-4.4
CC(C)N1CCC1(C)C(=O)Nc1cccc(C#N)c1 (stereo not given)
 : 11.4	-3.8	-0.9	4.7	1.3	-4.5	-1.9
O=C(CCN1C(=O)c2ccccc2C1=O)C1=NN[C@@H]2C(=O)N(c3cccc(F)c3)C(=O)[C@H]12
 : 1.4	·	1.0	-6.3	·	1.8	0.8
COc1ccc(C(CNC(=O)CSc2ccccc2F)N2CCOCC2)cc1 (stereo not given)
 : -8.3	·	-2.1	-0.2	-2.5	·	-4.7
COC(=O)CCC(=O)NNC(=O)CCC(=O)Nc1cccc(Cl)c1C
 : -0.1	·	-3.6	-1.3	0.1	-2.2	4.2
C[C@@H]1CN([C@H](C)CO)S(=O)(=O)c2ccc(-c3ccccc3)cc2O[C@@H]1CN(C)C
 : 0.9	24.0[16.7 µM]	-0.2	0.6	-2.4	-4.4	0.8
CC(=O)N/C(=C\c1ccccc1)C(=O)OC/C=C/c1ccccc1
 : 14.8	4.6	-1.8	-3.9	0.8	7.1	3.6
CCCc1cc(=O)[nH]c(SCC(=O)Nc2ccc(Cl)c(S(=O)(=O)N3CCOCC3)c2)n1
 : -4.4	8.3	-1.2	-3.4	-1.2	3.7	-8.4
O=C(COC(=O)C1CCC1)Nc1cc(S(=O)(=O)N2CCOCC2)ccc1Cl
 : -6.2	-4.2	·	0.6	12.6*	-0.7	-0.3
CC1(C)O[C@@H]2C[C@H]3[C@@H]4CCC5=CC(=O)C=C[C@]5(C)[C@@]4(F)[C@@H](O)C[C@]3(C)[C@]2(C(=O)CO)O1
 : ?	-4.1	3.4	1.5	1.9	5.0	-0.2
COc1ccc(Oc2c(O)c3ccccc3n(C)c2=O)cc1
 : 0.7	·	-5.0	0.1	2.2	-0.3	4.0
COc1cccc(C2=NN(C(=O)c3ccco3)C(c3ccco3)C2)c1 (stereo not given)
 : 9.4	-5.3	1.3	-10.2	3.2	-0.8	-0.8
CO[C@@H]1CN(C)C(=O)c2ccc(NC(=O)c3ccccc3F)cc2OC[C@@H](C)N(C(=O)c2ccccc2F)C[C@@H]1C
 : 7.2	-0.5[16.7 µM]	0.1	-6.7	0.5	·	-0.8
O=C(NCc1c(Cl)cccc1Cl)c1[nH]c(C(F)(F)F)nc1-c1ccccc1
 : -8.2	5.3	-2.8	-0.9	0.6	4.4	-0.2
O=C(C[C@H]1CC[C@@H](NC(=O)Nc2cccc(F)c2)[C@@H](CO)O1)NCC1CC1
 : -6.6	-10.1[16.7 µM]	3.2	1.3	3.9	-2.1	0.5
NC(=O)c1csc(-c2ccc(CO)o2)n1
 : -1.5	·	-0.7	5.1	-1.7	2.6	7.0
C[C@@H]1CN([C@H](C)CO)C(=O)c2cc(-c3ccc(C(=O)N(C)C)cc3)cnc2O[C@@H]1CN(C)C(=O)CN(C)C
 : -9.9	3.6[16.7 µM]	-1.9	2.8	0.3	-0.2	-1.2
CNC(=O)C[C@@H]1CC[C@@H]2[C@H](COc3ccc(NC(=O)Cc4cccs4)cc3C(=O)N2C)O1
 : -4.7	-4.2[16.7 µM]	·	·	-3.1	·	·
CCNC(=O)C[C@@H]1CC[C@@H]2[C@H](COc3ccc(NC(=O)c4cccc(C(F)(F)F)c4)cc3C(=O)N2C)O1
 : 9.0	-16.7[16.7 µM]	·	·	-2.3	·	·
Cc1c(F)cccc1NS(=O)(=O)c1ccc(OCCNS(C)(=O)=O)cc1
 : -4.0	6.9	1.2	3.5	-0.3	-0.5	-1.2
O=C1c2ccccc2C(c2nnnn2-c2ccc3ccccc3c2)N1C1CC1 (stereo not given)
 : 18.2	·	4.7	-4.6	-0.2	1.7	·
COCc1c(Br)c(C)nc(OCC(=O)N/N=C/c2cc(C)n(-c3ccc([N+](=O)[O-])cc3)c2C)c1C#N
 : -9.1	·	-6.2	-0.3	·	-4.8	3.6
COc1cccc(-c2ccc([C@H]3[C@@H](CO)N4C(=O)CNC[C@@H]34)cc2)c1
 : -4.3	·	0.4	2.0	-4.2	-0.4	0.9
O=C(COC(=O)CSc1nnc(-c2ccc(Cl)cc2)o1)Nc1cc(Cl)cc(Cl)c1
 : 2.6	·	-0.9	-1.1	-0.3	4.8	1.3
CCOc1ccc(S(=O)(=O)NCCC(=O)NCc2cccnc2)cc1
 : 9.6	1.9	-2.7	1.7	1.8	0.2	-1.3
CCNC(=O)C[C@H]1CC[C@H]2[C@@H](COC[C@@H](O)CN2C(=O)c2ccccn2)O1
 : -2.9	-4.8[16.7 µM]	·	·	-1.1	·	·
O=C(CSc1nnc2ccc(-c3ccccn3)nn12)N1CCCC1
 : -4.8	·	-6.0	1.7	0.2	0.1	1.4
Cc1nn2c(NCCN3CCOCC3)c3c(nc2c1-c1ccccc1)CCCC3
 : -0.6	3.2	-2.8	-1.5	-5.3	3.3	12.4
COCc1cc(C)nc(OCC(=O)N/N=C/c2ccc(C)o2)c1C#N
 : -1.9	·	·	-0.5	1.4	4.7	2.7
COc1cc(OC)c(C=NNC(=S)NC23CC4CC(CC(C4)C2)C3)c(OC)c1
 : 3.4	·	-2.1	3.0	0.4	1.2	1.9
C[C@H]1CN([C@@H](C)CO)C(=O)c2cc(NC(=O)Cc3cn(C)c4ccccc34)ccc2O[C@H]1CN(C)S(=O)(=O)c1cn(C)cn1
 : -3.3	-5.1[16.7 µM]	-1.5	7.1	0.9	-0.3	3.8
COc1ccc(CCNC(=O)CNCC2CCCCC2)cc1OC
 : -0.7	-6.0	1.8	5.3	0.3	-0.8	-4.0
C=CCC1(N(C(C)=O)c2ccccc2)CCCCC1
 : 7.0	13.4	-2.4	5.2	-0.1	2.5	0.7

# Arranged by molecular weight (high to low): part of the list above
# Values run as follows: DENV2 CPE	miR122 inh	SIRT5 block	ERp5 block	CFTR F508del cor	Casp6 inh	ERAP1 inh
O=C(COC(=O)C1CCC1)Nc1cc(S(=O)(=O)N2CCOCC2)ccc1Cl
 : -6.2	-4.2	·	0.6	12.6*	-0.7	-0.3
COc1ccc(C(CNC(=O)CSc2ccccc2F)N2CCOCC2)cc1 (stereo not given)
 : -8.3	·	-2.1	-0.2	-2.5	·	-4.7
COc1cc(OC)c(C=NNC(=S)NC23CC4CC(CC(C4)C2)C3)c(OC)c1
 : 3.4	·	-2.1	3.0	0.4	1.2	1.9
CCOc1ccc(S(=O)(=O)NCCC(=O)NCc2cccnc2)cc1
 : 9.6	1.9	-2.7	1.7	1.8	0.2	-1.3
COc1ccc(CCNC(=O)CNCC2CCCCC2)cc1OC
 : -0.7	-6.0	1.8	5.3	0.3	-0.8	-4.0

# Source: PubChem BioAssay
